High-throughput results deposited in PubChem by Sanford-Burnham Center for Chemical Genomics.
Lipid droplet: inhibitors of hepatocyte lipid droplet formation, primary screen, imaging, high-throughput imaging, BODIPY stain; inhibition, % at 6.5 µM; 240,000 tested, 0.4% active; AML12 mouse hepatocytes, oleate lipid droplets;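 active = lipid droplet intensity inhibited by at least 50%, with more than 500 cells counted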
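Assay system: AML12 mouse liver cells | Compound: 6.5 µM single-point dosing | Schedule: Overnight exposure | Technique: Fluorescence imaging, 20x objective, two fields per well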
Lipid droplet cells 6.5 µM: recorded beside Lipid droplet, whose call it bears; cell count; measured here: cell count, cytotoxicity flag;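 cells counted across two imaged fields per well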
* marks the source's active call; other numbers are inactive results; & = joins results of further samples.

SMILES | Lipid droplet | Lipid droplet cells 6.5 µM
CCC(CC)C(=O)N1CC(=O)Nc2ccc(C)cc2C1c1ccccc1 (configuration not stated) | -15.8 | 808
C/C(CC(=O)Nc1ccc(Cl)c(C(F)(F)F)c1)=N\NC(=O)c1cnccn1 | 0.7 | 810
COc1ccc(N2C(=NC(=O)C3CC3)SC3CS(=O)(=O)CC32)cc1Cl (configuration not stated) | 2.2 | 699
Oc1ccc(/C=N/N2CCCCC2)c(O)c1O | -0.5 | 819
CC(C)(C)c1ccc2c(c1)N(CC(=O)N1CCOCC1)C(=O)CO2 | 9.8 | 664
COc1cccc(-c2ccc(NC(=O)C3CCCN(Cc4cc(C)[nH]n4)C3)cc2)c1 (configuration not stated) | -0.7 | 826
COc1ccc(C2=NOC(C(=O)Nc3ccc4c(c3)OCO4)C2)cc1 (configuration not stated) | 0.1 | 812
CCOc1ccc(OCCCC(=O)NCCOc2ccccc2OC)cc1 | -6.3 | 863
CCC(C)NS(=O)(=O)c1cc2c3c(c1)CCC(=O)N3CCC2 (configuration not stated) | 7.5 | 719
CCCCC(C(=O)NC1CCCC1)N(C(=O)c1snc(C(N)=O)c1N)c1ccc(OCC)cc1 (configuration not stated) | 5.1 | 740
CC1CN(S(=O)(=O)c2ccc(F)cc2)C(C)N1C(=O)N1CCOCC1 (configuration not stated) | 4.7 | 830
Cc1ccc(NC(=O)CCS(=O)(=O)c2ccc3nc(C)sc3c2)cc1 | -5.6 | 770
CCOC(=O)C1CCN(C2=NC(=O)/C(=C/c3ccc(OC)c(OC)c3)S2)CC1 | -3.0 | 395
Cc1cc(NC(=O)CSc2nc3c([nH]c4ccccc43)c(=O)n2-c2ccccc2F)no1 | -8.3 | 790
O=C(NCc1ccccc1Cl)c1cc2ccccc2oc1=O | 1.2 | 754

Next section (five carried over from the part before).
SMILES | Lipid droplet | Lipid droplet cells 6.5 µM
CC1CN(S(=O)(=O)c2ccc(F)cc2)C(C)N1C(=O)N1CCOCC1 (configuration not stated) | 4.7 | 830
Cc1ccc(NC(=O)CCS(=O)(=O)c2ccc3nc(C)sc3c2)cc1 | -5.6 | 770
CCOC(=O)C1CCN(C2=NC(=O)/C(=C/c3ccc(OC)c(OC)c3)S2)CC1 | -3.0 | 395
Cc1cc(NC(=O)CSc2nc3c([nH]c4ccccc43)c(=O)n2-c2ccccc2F)no1 | -8.3 | 790
O=C(NCc1ccccc1Cl)c1cc2ccccc2oc1=O | 1.2 | 754
COc1ccc2oc(C(=O)N(C)CCOc3ccccc3)c(C)c2c1 | 5.0 | 807
CN(C)CCCNC(=S)N1CCN(c2nc(-c3ccccc3)cs2)CC1 | 12.7 | 801
Cc1cccc(N2CCN(C(=O)CNC(=O)c3ccccc3)CC2)c1C | 0.0 | 823
CCN(C1CCCCC1)S(=O)(=O)c1ccc(-n2cnnn2)c(C)c1 | 5.2 | 827
COc1ccc2nc(NC(=O)c3ccccc3C(=O)O)sc2c1 | 8.4 | 858
CS(=O)(=O)Nc1ccccc1C(=O)Nc1ccccc1C(=O)N1CCCC1 | -3.7 | 801
CCc1ccc(NC(=O)C2CCCN(S(=O)(=O)c3cccnc3)C2)cc1 (configuration not stated) | -4.4 | 786
CC(=O)N1CCc2cc(S(=O)(=O)CCC(=O)NCCc3ccccc3)ccc21 | -13.0 | 689
COCCn1c(=N)c(S(=O)(=O)c2ccc(F)cc2)cc2c(=O)n3cccc(C)c3nc21 | 0.3 | 651
COc1ccc(OC)c(Nc2nc(NCCO)c3ccccc3n2)c1 | 1.1 | 779
CC(Oc1ccc(F)cc1)C(=O)Nc1cc(S(=O)(=O)N2CCOCC2)ccc1N1CCCC1 (configuration not stated) | -1.2 | 813
COc1cc(/C=C2\CCCc3c2nc2ccccc2c3C(=O)O)cc([N+](=O)[O-])c1O | -2.4 | 807
NS(=O)(=O)c1cc(C(=O)OC2CCOC2=O)ccc1Cl (configuration not stated) | 1.2 | 870
COc1ccc(C(=O)Nc2nnc(SCC(=O)NCC3CCCO3)s2)cc1OC (configuration not stated) | 18.3 | 801
CCOC(=O)c1c(-c2ccccc2)oc2ccc(OCC(O)CN(C)C)cc12 (configuration not stated) | -25.9 | 796
Cc1cc(C(=O)NC2CC(C)(C)Cc3c2cnn3-c2ccccc2)n[nH]1 (configuration not stated) | 6.4 | 693
COC(=O)c1sccc1NC(=O)Nc1cc(C)cc(C)c1 | -6.5 | 659
Cc1ccc(C(C)NC(=O)c2ccc3c(c2)OCO3)cc1C (configuration not stated) | -0.3 | 667
CC(C)C(C(=O)NC1CCCC1)N(CC1CCCO1)C(=O)CNS(=O)(=O)c1ccccc1 (configuration not stated) | -2.4 | 783
COc1ccc(C)cc1NC(=O)c1cccc(-c2ccc(OC(C)=O)cc2)c1 | -14.5 | 830
C=CCOc1cccc(C2C(C(=O)c3ccco3)=C(O)C(=O)N2Cc2ccco2)c1 (configuration not stated) | 5.2 | 824
Clc1ccc2c(NCc3ccccn3)ccnc2c1 | 1.5 | 905
CC(C)(C)NC(=O)CN(CCN1CCOCC1)C(=O)CNS(=O)(=O)c1ccc(Cl)cc1 | -7.0 | 776
Cc1cccc(N2CCN(C(=O)c3cc(COc4ccc(F)c(F)c4)on3)CC2)n1 | -17.1 | 704
CC(=O)N1c2ccc(S(=O)(=O)N3CCCCC3)cc2CC1C(=O)Nc1cccc(C)c1 (configuration not stated) | -12.0 | 636
CN(C)C(=O)CSc1nc2ccc(C(=O)c3ccccc3)cc2[nH]1 | -9.0 | 771
CCOc1ccccc1/C=C/c1onc(C)c1S(=O)(=O)N1CCC(C(=O)NC)CC1 | -5.0 | 826
CCCOc1ccc(CNC(=O)Cc2cccs2)cc1 | 10.1 | 838
CC(=O)c1ccc(C(=O)N2CCCC(C(=O)c3ccc(Cl)cc3)C2)s1 (configuration not stated) | -15.3 | 685
Cc1ccc(C)c(S(=O)(=O)Nc2ccc3oc(C)c(C(=O)O)c3c2)c1 | 17.8 | 744

One compound at a time, from the list above.
Results for C=CCOc1cccc(C2C(C(=O)c3ccco3)=C(O)C(=O)N2Cc2ccco2)c1 (configuration not stated) → Lipid droplet: 5.2; Lipid droplet cells 6.5 µM: 824
Results for Cc1cc(C(=O)NC2CC(C)(C)Cc3c2cnn3-c2ccccc2)n[nH]1 (configuration not stated) → Lipid droplet: 6.4; Lipid droplet cells 6.5 µM: 693

Of the compounds above, 3 contain a thiophene ring, fused or not.
SMILES | Lipid droplet | Lipid droplet cells 6.5 µM
COC(=O)c1sccc1NC(=O)Nc1cc(C)cc(C)c1 | -6.5 | 659
CCCOc1ccc(CNC(=O)Cc2cccs2)cc1 | 10.1 | 838
CC(=O)c1ccc(C(=O)N2CCCC(C(=O)c3ccc(Cl)cc3)C2)s1 (configuration not stated) | -15.3 | 685

Next part.
SMILES | Lipid droplet | Lipid droplet cells 6.5 µM
COc1ccc(C(=O)NCc2nnc(SCC(=O)N3CCCCCC3)o2)cc1OC | -11.3 | 650
CC(=O)CC(c1ccccc1)c1c(O)c2ccccc2oc1=O (configuration not stated) | -20.6&-7.4 | 734&717
COC(=O)C1=C(C)N(C)C(=O)NC1c1cc2c(cc1Br)OCO2 (configuration not stated) | -5.2 | 832
CC(C)C1N(C(=O)N(C)C)CCN1S(=O)(=O)c1ccccc1 (configuration not stated) | -0.2 | 861
O=C(O)c1nn(CCOc2cccc(Br)c2)c(=O)c2ccccc12 | -4.6 | 813
CCOC(=O)N1CCN(S(=O)(=O)c2c(C)nc3scc(C)n3c2=O)CC1 | 4.4 | 680
Cc1cccc2c1-c1sc(C(=O)NCCCN3CCC(C)CC3)cc1CO2 | -7.4 | 712
CCN(CC(=O)NCCCn1ccnc1)S(=O)(=O)c1ccc(C)cc1 | -2.4 | 795
COc1cccc(/C=C2\CCC(C3CCCC3)C2=O)c1OC (configuration not stated) | -4.2 | 827
COc1cc2c(cc1OC)CN(c1ccc3ccccc3n1)CC2 | -5.7 | 771
CC(C)N1C(=O)C2(OCCCO2)c2cc(Br)ccc21 | 1.1 | 777
O=C(c1cc(COc2cccc3cnccc23)on1)N1CCCC(CCCO)C1 (configuration not stated) | -37.1 | 810
c1ccc(CNc2nc(-c3ccccn3)nc3ccccc23)cc1 | -10.4 | 902
CCOC(=O)C1CCN(C(=O)c2cc3c(C)cc(C)cc3[nH]2)CC1 | 10.3 | 682
Cc1noc(C)c1S(=O)(=O)N1CCC(C(N)=O)CC1 | 14.7 | 791
O=C(CN(Cc1ccccc1F)C(=O)c1csnn1)NCc1ccc2c(c1)OCO2 | -41.8 | 672
CNC(=O)c1cccc(NC(=O)c2ccccc2OCc2ccccc2)c1 | -0.6 | 765
Cc1ccc(CNC(=S)Nc2ccc(NS(=O)(=O)c3ccc(C)cc3)cc2)cc1 | -56.8 | 651
N#CCc1ccc(NC(=O)Cn2c(=O)oc3ccccc32)cc1 | -8.9 | 802
CCOc1ccc(CNC(=O)C2CCN(C(=O)N3CC(C)Oc4ccccc43)CC2)cc1 (configuration not stated) | -9.7 | 784
O=C(Nc1c2c(nn1-c1ccc(F)cc1)CS(=O)(=O)C2)c1ccc2c(c1)OCO2 | 4.9 | 849
NC(=O)CN1C(=O)C(=O)N(Cc2cccc(C(F)(F)F)c2)C1=O | -0.8 | 404
O=C(Cn1cccn1)N1CCCC(Nc2ccc(F)c(F)c2)C1 (configuration not stated) | 0.4 | 867
Cc1nc(NC(=O)CSc2nc3ccccc3s2)sc1C(=O)N(C)C | -5.9 | 775
Cc1ccc(C(=O)N2CCN(c3ccc(F)cc3)CC2)cc1S(=O)(=O)N1CCCCC1 | -44.0 | 648
O=C(CSc1ncn[nH]1)NCc1ccccc1Cl | -1.5 | 796
Cc1cccc(C)c1OCc1cc(C(=O)N2CCN3CCCC3C2)no1 (configuration not stated) | 21.5 | 713
COc1ccc(N2CCN(C(=O)C3CCCN(c4ncnc5c4nc4n5CCCCC4)C3)CC2)cc1 (configuration not stated) | -5.9 | 704
COc1ccc2cc3cc(C(=O)N4CCCC(C)C4)oc3nc2c1 (configuration not stated) | -1.9 | 735
Cc1nnc(NC(=O)c2ccc(S(=O)(=O)N3CC(C)OC(C)C3)cc2)o1 (configuration not stated) | -24.3 | 873
COc1cc(CN2CCCC(C(=O)Nc3ccccc3Oc3cccnc3)C2)ccc1F (configuration not stated) | -3.3 | 746
Cn1ncc(Cl)c1C(=O)NC1CCCC1 | -2.3 | 804
O=C(Cc1ccc(-c2ccccc2)cc1)Nc1ccccc1 | 21.3 | 803
COc1ccc(-c2cc(C(=O)Nc3cccnc3)c3ccccc3n2)cc1OC | -11.3 | 744
Cc1ccc(CNC(=O)CCC(=O)N2CC(C)Sc3ccccc32)cc1 (configuration not stated) | -5.0 | 856
COc1ccc(NC(=O)/C(C#N)=C/c2ccc(-c3ccccc3C(=O)O)o2)cc1 | -1.0 | 803
O=C(NCCCO)c1cc2c([nH]c3ccccc32)c(-c2ccccc2)n1 | 13.1 | 783
COCCCNC(=S)N1CCC(C(=O)c2ccc(Cl)cc2)CC1 | 3.5 | 788
COc1ccc(OC)c(C(=O)NC(CC(N)=O)c2ccc(NCC3CC3)c([N+](=O)[O-])c2)c1 (configuration not stated) | 4.5 | 769
O=C(O)CC(c1ccc(OC2CCCC2)cc1)N1C(=O)c2ccccc2C1=O (configuration not stated) | 2.1 | 823
O=C(CCN1C(=O)/C(=C\c2cccc(Br)c2)SC1=S)NCCCN1CCOCC1 | -15.6 | 748
Nc1nnc(SCCCOc2ccc(F)cc2)s1 | 31.4 | 706
CCOc1ccc(OCCC(=O)OC(C)C(=O)Nc2ccc(C(C)=O)cc2)cc1 (configuration not stated) | -0.7 | 848
CCc1ccc(NC(=O)CN2C(=O)COc3ccc(S(=O)(=O)N4CCCC4)cc32)cc1 | -1.0 | 672
Cc1ccc(NC(=S)NCc2ccccc2)c(C)c1 | -8.0 | 885
Cc1ccc(S(=O)(=O)/N=C(/Sc2ccccc2C(=O)O)c2ccccc2)cc1 | 5.3 | 700
O=C(NCCCc1ccc(F)cc1)C1CCC(=O)N(CC2CCCCC2)C1 (configuration not stated) | -6.0 | 694
CCOC(=O)N1CCN(C(=O)CNC(=O)c2ccc(Cl)cc2)CC1 | 8.2 | 697
O=C(COc1ccc(Cl)cc1)NNC(=S)NCc1ccccc1 | -4.3 | 786
Cc1ccc(S(=O)(=O)NC(=O)COc2ccc(Cl)cc2Cl)cc1 | -1.4 | 744
COc1ccc(-n2nc(C(=O)NCC(=O)Nc3cccc(Cl)c3)c3ccccc3c2=O)cc1OC | 13.0 | 854
CC(Oc1ccccc1)C(=O)Nc1c2c(nn1-c1ccccc1)CS(=O)C2 (configuration not stated) | 5.6 | 841
COCCN(C(=O)COC(=O)CCC(=O)c1ccc(Cl)cc1)c1c(N)n(Cc2ccccc2)c(=O)[nH]c1=O | 5.9 | 843
CCOC(=O)c1ccc(S(=O)(=O)N2CCC(N3CCCCC3)CC2)cc1 | -26.7 | 587
O=C(Nc1cccnc1)C1CCN(S(=O)(=O)c2ccc(Cl)cc2)CC1 | -24.1 | 783
COCCn1c(SCC(=O)Nc2ccc(F)cc2F)nc2c([nH]c3ccccc32)c1=O | 2.2 | 780
O=C(c1cc(-c2ccc(Cl)c(Cl)c2)on1)N1CCCCCC1 | -18.7 | 780
CCc1cccc(NC(=O)CCCn2nc(C)c3c(C)n(-c4ccccc4)nc3c2=O)c1 | 11.4 | 718
COc1ccccc1N(CC(=O)NCCSCc1cccc(C)c1)S(=O)(=O)c1ccccc1 | -2.6 | 719
O=C(C[n+]1cccc(Br)c1)c1ccccc1 | -7.0 | 411
Additional records
SMILES | Lipid droplet | Lipid droplet cells 6.5 µM
CC(C)C(=O)NCC(c1cccs1)S(=O)(=O)c1ccc(F)cc1 (configuration not stated) | -4.0 | 719
COC(=O)c1sc(NC(=O)c2ccncc2)nc1C | -0.3 | 741
COc1ccc(C(CC(=O)Nc2ccccn2)N2Cc3ccccc3C2=O)cc1 (configuration not stated) | -2.4 | 786
CCC1CCCCN1CCCNC(=O)C1CCCN(c2ncnc3c2nc2n3CCCCC2)C1 (configuration not stated) | -8.7 | 793

The list is partial; count on the stated rates, not on these rows.
